# Screening results as filed in PubChem.
# bCat nuc transl – modulators of beta-catenin nuclear translocation, primary screen, imaging, HeLa cells, immunofluorescence, high-content. nuclear translocation activity, % at 5 µM. 190,000 compounds, 0.3% hits. AID 1665, 2009;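 active = nuclear translocation activity above 50% at 5 µM, with a well cell count of 50 or more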;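 note: per-cell ratio of nuclear to cytoplasmic median beta-catenin stain intensity; plate controls were DMSO negative control for no effect and GSK-3 inhibitor IX positive control for full effect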
#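 Test system: human HeLa cell line; Doses: 5 µM primary, 0.02–20 µM confirmation; Incubation: 24 h compound exposure, 37°C; Detection: beta-catenin immunofluorescence imaging with DAPI; Read-out: beta-catenin nuclear/cytoplasmic ratio, % activation.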
# MT stabilize HCS – microtubule stabilizers in HeLa cells, primary screen, imaging, high-content imaging; 200,000 compounds, 0.83% hits; HeLa tubulin immunostaining HCS, 24 h; share of cells brighter than vehicle mean+2SD; AID 2205, 2009; % tubulin-high responders, % at 10 µM;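 active = plate Z-score above 3 for both tubulin-high and condensed-nucleus cell shares, with cell loss under 80%, at 10 µM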;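 note: anti alpha tubulin signal scored within the nucleus-defined area of each cell; some results filed as inactive read as strong as hits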
# human PMI inhibition – inhibitors of human PMI, primary screen, biochemical, fluorescence intensity, coupled assay (AID 1209) | one-dose inhibition, % at 20 µM; IC50 in µM for titrated hits | 190,000 compounds, 0.42% hits | Mannose-6-phosphate isomerase (Homo sapiens) | purified PMI enzyme, coupled fluorescence intensity; higher % means a stronger effect; in the data active = inhibition above about 50%;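 note: plate controls were DMSO vehicle for no effect and wells lacking substrate for full effect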
# Dynein cargo inh – inhibitors of GR-EGFP nuclear translocation, primary screen, dynein cargo transport inhibitor project, imaging, high-content, 3617.4 mouse cells. 220,000 compounds, 0.47% hits. z-score, hits read low. AID 1381, 2008. test concentration mostly 20 µM; stimulated with dexamethasone, 1 µM; active compounds read low;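 active = plate z-score of nuclear minus cytoplasmic receptor signal below a set negative limit, without overly bright fluorescence or cell loss, cut at about -3.5 in these data, passing the limit was not always enough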;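 note: z-score of nuclear minus cytoplasmic ring GR-EGFP intensity difference per well; some compounds called inactive have numbers as strong as hits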
#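 Buffer or medium: tetracycline-free induction medium containing charcoal-stripped FBS / Reagent: dexamethasone agonist, 1.0 µM final, for 30 min / Technique: automated 10x imaging of fixed Hoechst-stained cells / Times: induction 48 h, compound 1 h, agonist 30 min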
# TNAP activators – human TNAP enzyme activators, primary screen, biochemical, luminescent, no phosphate acceptor, uHTS (AID 1001). activation fold at 20 µM; hits with a dose series show EC50 in µM. purified TNAP, luminescent activation assay, no phosphate acceptor; higher activation fold means a stronger effect. 200,000 compounds, 0.03% hits; in the data active = activation fold from about 3, or a potency from the dose series; inactive = the rest, 99 in 100 with activation fold below about 1.6; note: many of its hits are not listed in these tables
# Lipid droplet – inhibitors of hepatocyte lipid droplet formation, primary screen, imaging, high-throughput imaging, BODIPY stain; AML12 mouse hepatocytes, oleate lipid droplets; inhibition, % at 6.5 µM; 240,000 compounds, 0.4% hits; AID 1656, 2009;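 active = lipid droplet intensity inhibited by at least 50%, with more than 500 cells counted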
#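 Test system: AML12 hepatocytes (mouse); reagent: oleate loading, 100 µM; dosing: one dose, 6.5 µM compound; incubation: overnight exposure; signal: fluorescence imaging, 20x objective, two fields per well; read-out basis: % inhibition of corrected integrated BODIPY droplet signal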
# Ins promoter up – insulin promoter activators in MIN6 cells, imaging, high-content screening, mouse beta cells; MIN6 insulin promoter-GFP reporter; active compounds read high; z-score at 5 µM; 190,000 compounds, 0.3% hits; AID 1625, 2009;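 active = z-score above 3 at 5 µM with at least 500 cells counted in the well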
# Myeloid diff MLP – induction of myeloid progenitor differentiation, primary screen, cell-based, flow cytometry, MLPCN library; ER-HoxA9 myeloid progenitors, lysozyme-GFP differentiation; calls only at 10 µM; 360,000 compounds, 1% hits;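 active = normalized GFP-positive differentiation at or above the plate's own cutoff, the solvent-only control mean plus 3 SD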;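 note: cells exposed to compound for four days before flow analysis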
# T cell modulator – modulators of CD8 T cell-vesicle binding, primary screen, mouse 2C CD8+ T cells, flow cytometry | 2C CD8+ T cell-vesicle binding; active compounds read low | AID 2052, 2009 | calls only at 7 µM | 330,000 compounds, 0.068% hits;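 active = response, share of CD8 T cells binding vesicles, and their 90th percentile fluorescence all below set limits, cut at about 80% in these data, passing the limit was not always enough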
#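 Material: murine 2C transgenic CD8+ T lymphocytes / Also added: QL9-peptide-loaded Drosophila micro-vesicles bearing Ld, ICAM-1 and B7-1 / Schedule: binding step 1.5 h, 37 °C, antibody labelling 20 min, ice / Signal: flow cytometry, PE anti-B7-1 (FL2) versus Alexa647 anti-CD8 (FL8), PFA-fixed / Evaluation: percent CD8+ FL2 mean versus row control / Benchmarks: naked versus QL9-loaded vesicles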
# Dynein cargo inh cytoplasmic EGFP – recorded beside Dynein cargo inh, whose call it bears; z-score; measured here: cytoplasmic GR-EGFP intensity; active compounds read high
# Dynein cargo inh nuclear GR-EGFP – further read-out of Dynein cargo inh, marked with its call; z-score; measured here: nuclear GR-EGFP intensity;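 lower value marks the stronger effect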
# Dynein cargo inh cell count – further read-out of Dynein cargo inh, marked with its call; z-score; measured here: cell count per field
# Ins promoter up cell count – recorded beside Ins promoter up, whose call it bears; cell count; measured here: cytotoxicity, nuclei count;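 total cells summed across four imaged fields per well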
# Lipid droplet cells 6.5 µM – also measured in Lipid droplet; calls as there; cell count; measured here: cell count, cytotoxicity flag;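 cells counted across two imaged fields per well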
# bCat nuc transl cell count 5 µM – second read-out of bCat nuc transl, no call of its own (marks repeat the call); cell count; measured here: cell count, cytotoxicity flag
# T cell modulator vesicle-bound % – further read-out of T cell modulator, marked with its call; double positive events, %; measured here: CD8+ vesicle-bound cell fraction;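 binding gate set so that unloaded-vesicle control wells show 10% double positive cells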
# MT stabilize HCS Hoechst-high % – second read-out of MT stabilize HCS, no call of its own (marks repeat the call); % Hoechst-high responders; measured here: nuclear condensation Hoechst responders;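 share of cells brighter than vehicle mean plus two SD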
# MT stabilize HCS cytotoxicity % – second read-out of MT stabilize HCS, no call of its own (marks repeat the call); toxicity, %; measured here: cytotoxicity by cell density;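 0% = mean cell density of plate MIN control wells and 100% = no cells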
# Myeloid diff MLP GFP+ MAC1+ % – further read-out of Myeloid diff MLP, marked with its call; GFP+ MAC1+ double positive, %; measured here: differentiation confirmed by MAC1 staining
# An asterisk follows results filed as active; i = inactive; x = no result given; + = active, no number.
SMILES,bCat nuc transl,bCat nuc transl cell count 5 µM,MT stabilize HCS,MT stabilize HCS Hoechst-high %,MT stabilize HCS cytotoxicity %,human PMI inhibition,Dynein cargo inh,Dynein cargo inh cytoplasmic EGFP,Dynein cargo inh nuclear GR-EGFP,Dynein cargo inh cell count,TNAP activators,Lipid droplet,Lipid droplet cells 6.5 µM,Ins promoter up,Ins promoter up cell count,Myeloid diff MLP,Myeloid diff MLP GFP+ MAC1+ %,T cell modulator,T cell modulator vesicle-bound %
Cc1ccc(/C=C/C(=O)NCCCN2CCN(CCCNC(=O)/C=C/c3ccc(C)cc3)CC2)cc1,-0.8,502,2.2,1.7,0.5,-6.5%,-0.492,0.711,0.109,0.539,1.1,-13.7,592,-0.14,1262,i,0.4,i,39.0
C[n+]1cccc(CNC(=O)/C=N/O)c1,x,x,4.2,2.7,6.9,9.6%,-0.707,-0.265,-0.0794,0.384,1.1,x,x,x,x,i,0.6,i,55.5
CCn1cc(C(=O)N2CCN(c3ccccc3OC)CC2)c2cc(OC)c(OC)cc2c1=O,-4.3,1173,3.7,2.3,2.3,-3.2%,0.769,-0.179,0.47,0.0572,1.1,1.9,683,-0.19,1328,i,0.2,i,80.0
CNS(=O)(=O)c1ccc2nc(NC(=O)c3ccc(N4C(=O)CCC4=O)cc3)sc2c1,-3.2,1121,3.8,1.7,7.2,2.6%,-0.297,-0.217,-0.483,0.279,1.1,-10.4,609,0.69,1196,i,0.2,i,52.3
COc1ccc(CCn2nnnc2C(c2ccccc2)N2CCN(C)CC2)cc1OC (stereo not drawn),-7.1,1039,3.3,2.5,7.2,-2.3%,0.71,-0.209,0.485,0.647,1.1,x,x,0.49,1265,i,0.7,i,49.3
O=C(c1ccc(F)cc1F)C1CCN(c2ccc([N+](=O)[O-])cn2)CC1,0.5,1150,x,x,x,x,-0.567,-0.255,-0.374,0.91,x,11.4,736,0.06,1338,i,0.7,i,26.9
CCCCOc1ccc(C2(C(=O)O)CCCC2)cc1,-0.1,1239,3.0,2.3,5.8,10.6%,-0.696,-0.215,-0.0355,0.535,1.1,-2.4,732,-0.2,1208,i,1.1,i,21.1
CCc1nc(N2CCCCC2)c2oc3ccccc3c2n1,2.6,1163,3.3,1.7,1.3,7.1%,3.2,-0.165,0.769,-1.52,1.1,15.5,733,-0.13,1319,i,1.5,i,58.8
Clc1ccc(OCc2nc(-c3ccccn3)n[nH]2)cc1,x,x,2.2,2.6,4.4,-3.1%,0.943,-0.215,0.759,-0.821,1,-1.6,709,x,x,i,1.2,i,5.9
O=C(O)CCC(=O)N1CCc2cc(S(=O)(=O)N(CCc3ccccc3)Cc3ccccc3)ccc21,-7.0,1214,1.6,1.6,1.9,-0.7%,-0.473,-0.256,-0.245,0.441,1.1,0.4,755,-0.58,881,i,4.0,i,8.5
S=C(Nc1ccc2nc(-c3ccccn3)c(-c3ccccn3)nc2c1)N1CCOCC1,1.5,1010,3.7,1.5,5.6,-11.0%,-0.459,-0.344,-0.26,0.557,1.1,-5.7,658,-1.05,1335,i,0.2,i,38.8
O=C1CN(C(=O)c2cc([N+](=O)[O-])ccc2Cl)C(c2ccc(F)cc2)c2cc(F)ccc2N1 (stereo not drawn),-3.1,464,1.8,1.6,0.1,-10.6%,-0.0439,-0.266,-0.464,-0.28,1,13.9,606,-0.39,1122,i,0.6,i,26.2
Cc1cc([N+](=O)[O-])cnc1N1CCOCC1,x,x,2.8,2.7,2.0,0.2%,-0.168,-0.32,-0.473,0.756,1,27.3,703,-0.05,1331,i,0.3,i,65.3
Cc1n[nH]c(C)c1C(=O)CC1(O)C(=O)N(CCc2ccccc2)c2ccc(Cl)cc21 (stereo not drawn),x,x,3.7,1.6,9.5,20.8%,0.0366,-0.15,-0.643,-0.114,1,-2.6,766,0.91,1226,i,0.4,i,11.7
CC1(c2ccccc2)NC(=O)N(NC(=O)CSc2n[nH]c(N)n2)C1=O (stereo not drawn),-0.1,1340,x,x,x,x,-0.00317,-0.756,-0.322,-0.307,x,0.1,720,-0.14,965,i,0.5,i,57.0
COc1cc2c(cc1OC)C(C(=O)Nc1ccccc1N1CCN(C)CC1)C1c3ccccc3CCN1C2=O (stereo not drawn),-2.2,1011,2.5,2.7,4.2,-6.2%,-0.952,-0.142,-0.61,0.477,1.1,-3.5,653,0.37,1571,i,0.5,i,59.7
Cc1cc(Br)ccc1SCC(=O)OCC(=O)c1c(N)n(C)c(=O)n(C)c1=O,0.3,1298,x,x,x,x,0.233,-0.259,0.00796,0.255,x,22.5,675,-0.97,1455,+,6.5*,i,41.1
COc1cc2c(cc1OC)C1=NC(=O)CN1C(SCc1ccccc1)=N2,2.6,1066,4.2,1.9,4.5,21.1%,-1.15,-0.14,-0.268,0.232,1,3.6,781,-0.99,1049,i,0.6,i,35.9
COc1cc2c(cc1NC(=S)NC(=O)/C=C/c1ccco1)oc1ccccc12,-0.8,954,0.3,5.1,7.5,-6.1%,-0.139,-0.277,-0.518,0.587,1.1,-24.0,603,0.06,1318,i,0.1,i,55.1
O=c1[nH]c(CSc2nnc3ccccn23)nc2ccccc12,-1.9,551,2.8,3.3,6.2,-18.3%,-0.117,-0.239,-0.43,0.495,1,-2.6,641,0.28,1399,i,0.3,i,36.5
Cc1ccc(C)c(S(=O)(=O)NCc2ccc(C(=O)N3CCC(Cc4ccccc4)CC3)cc2)c1,1.2,1374,2.0,1.5,10.0,22.0%,-1.14,-0.287,-0.348,-0.157,1.2,x,x,-0.9,991,+,26.5*,i,4.9
O=C(COc1ccc(-c2ccccc2)cc1)N/N=C/c1ccccc1Br,x,x,3.4,2.5,5.7,-5.0%,-0.685,-0.213,-0.835,0.564,1,x,x,x,x,i,0.8,i,6.2
Cc1nc(-c2ccc(NC(=O)c3ccccc3)cc2)cs1,-3.3,1070,1.0,1.2,0.3,2.2%,1.61,-0.169,0.674,-0.797,1,5.5,688,0.08,1610,i,0.2,i,25.8
O=C(Nc1nnc(C2CC2)s1)c1cccnc1Oc1ccc(Cl)cc1,1.0,1273,x,x,x,x,-0.783,-0.278,-0.386,0.999,x,10.1,693,-0.16,1072,i,0.3,i,29.6
O=C(COC(=O)c1ccccc1O)Nc1cc([N+](=O)[O-])ccc1Cl,-2.4,1262,x,x,x,x,0.309,-0.24,0.029,-0.356,x,-0.5,696,-0.85,1338,i,0.7,i,35.5
CS(=O)(=O)N(CC(=O)NC1CCCC1)c1cccc(F)c1,0.8,924,1.0,1.4,4.1,12.5%,0.0467,-0.256,0.0459,-0.0885,1.1,11.1,794,-0.06,1276,i,9.1,i,4.3
CC(=O)Nc1cccc(/C(C)=N/NC(=O)c2ccc(O)cc2)c1,-0.6,1113,5.2,2.3,6.8,3.9%,0.242,-0.118,0.615,0.0105,1.1,12.9,675,-0.01,1249,i,0.2,i,5.8
Cc1cccc(NC(=O)CCC(=O)OCc2ccc(Br)cc2)c1,-2.4,593,4.4,3.2,6.9,16.0%,0.412,-0.275,-0.0707,-0.365,1.1,7.6,713,0.19,1331,i,0.5,i,28.5
CCN(CC(=O)NC)S(=O)(=O)c1ccc(C)cc1,x,x,3.2,3.1,1.8,6.0%,0.143,-0.232,-0.0249,0.0189,1.1,6.4,716,x,x,i,0.4,i,4.1
CCOC(=O)c1ccc(NC(=O)C2C3CCC(C3)C2C(=O)O)cc1 (stereo not drawn),x,x,1.9,3.0,23.6,4.3%,0.968,-0.249,0.767,0.161,1.1,-17.2,611,x,x,i,0.9,i,25.9
O=C(C1CCCCC1)N1CCCn2c1nc1ccccc12,-0.8,1040,2.2,1.3,6.3,24.0%,-0.495,0.366,0.398,-1.12,1.1,6.3,737,0.77,1095,i,0.6,i,48.9
O=C(NCC1CCCO1)c1sc2cc(Cl)ccc2c1Cl (stereo not drawn),-3.5,1116,3.6,2.5,11.9,11.0%,-0.892,-0.231,-0.451,0.0563,1,-13.1,689,0.57,1418,i,0.8,i,56.0
N#Cc1nc(Cc2ccccc2)oc1NCCCn1ccnc1,0.8,1438,2.6,1.6,9.6,11.5%,-0.0225,0.027,0.189,0.726,1.1,x,x,0.63,1413,i,1.6,i,37.9

# Random draw from the library, and some 3% of all compounds hit somewhere here.
